Screening results deposited in PubChem by several laboratories.
MEKK3 PB1 HTS: modulators of MEKK3-MEK5 PB1 binding, primary screen, biochemical, wildtype MEKK3, multiplex bead flow cytometry, Alexa488-MEK5; AID 1529, 2009; binding response (% of control), % at 10 µM; 290,000 tested, 1.4% active; bead-based flow cytometry, Alexa488-MEK5 binding to MEKK3; actives lie on both sides; 0 = blocked by unlabeled MEK5, 100 = vehicle; Mitogen-activated protein kinase kinase kinase 3 (Homo sapiens), Q99759;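 active = binding response more than 3 SD above or below the average of its plate-row segment, actives on both sides; inconclusive = wells at one plate position flagged as instrument error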;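 also: Alexa488 bead fluorescence after subtracting the streptavidin-only scavenger bead signal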
Target sequence (Q99759 whole entry, looked up): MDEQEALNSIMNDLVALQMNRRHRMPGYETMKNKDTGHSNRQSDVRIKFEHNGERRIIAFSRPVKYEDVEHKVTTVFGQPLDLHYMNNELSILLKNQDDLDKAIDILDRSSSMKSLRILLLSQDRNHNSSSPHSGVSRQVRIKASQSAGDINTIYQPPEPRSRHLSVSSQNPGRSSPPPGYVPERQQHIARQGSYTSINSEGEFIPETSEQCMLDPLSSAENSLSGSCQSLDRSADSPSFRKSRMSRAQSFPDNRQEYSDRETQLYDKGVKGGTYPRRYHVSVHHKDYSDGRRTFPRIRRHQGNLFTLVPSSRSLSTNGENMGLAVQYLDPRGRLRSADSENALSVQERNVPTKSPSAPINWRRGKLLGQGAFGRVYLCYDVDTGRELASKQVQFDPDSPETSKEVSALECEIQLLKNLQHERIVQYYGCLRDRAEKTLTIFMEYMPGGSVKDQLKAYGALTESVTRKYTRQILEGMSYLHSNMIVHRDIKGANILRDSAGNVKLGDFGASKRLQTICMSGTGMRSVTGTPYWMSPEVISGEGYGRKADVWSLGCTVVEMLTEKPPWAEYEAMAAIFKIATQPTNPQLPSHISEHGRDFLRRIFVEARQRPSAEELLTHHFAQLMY
CRFR2-BP ag: agonists of CRF-BP/CRF-R2 complex, primary screen, cell-based, HEK293, calcium dye fluorescence, uHTS; CRF-binding protein / CRF receptor 2 complex (human); 350,000 tested, 0.46% active; activation, % at 13.2 µM; calcium dye fluorescence (FLIPR); percent of saturating CRF peptide response;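 active = activation of at least 50%, plus an integration ratio under a set limit after plate pattern correction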;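 also: plate controls were neutral control wells without compound for no effect and CRF at EC100 for full effect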
FID counter: compounds displacing fluorescent DNA intercalator, primary screen, artefact control for HCV NS3 helicase inhibitor project, biochemical, FID fluorescence | DNA fluorescent intercalator displacement | inhibition, % at 7.9 µM | 290,000 tested, 0.17% active | AID 1845, 2009; in the data active = inhibition above about 37%;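 also: 0% = vehicle and 100% = reference compound; higher means more ethidium bromide displaced from hairpin DNA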
MEKK2 WT-MEK5: modulators of MEK5 binding to wildtype MEKK2, primary screen, biochemical, multiplex bead flow cytometry, Alexa488-MEK5 | 290,000 tested, 1.1% active | Alexa488-MEK5 binding to MEKK2 WT; actives lie on both sides | AID 1531, 2009 | Mitogen-activated protein kinase kinase kinase 2 (Homo sapiens), Q9Y2U5 | binding response (% of control), % at 10 µM; in the data active = binding response below about 67% or above about 130%; inconclusive = no clear call, values can overlap the other calls; inactive = in between
GalR3 antagonist: GalR3 antagonists in HEK293 cells, primary screen, cell-based, fluorescence readout. 360,000 tested, 0.44% active. HEK293 GalR3-CNG cAMP membrane potential fluorescence; galR3 body fused to GalR1 C-terminus. inhibition, % at 3 µM. AID 651719, 2012;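 active = inhibition above the screen-wide average plus 3 SD, cut at about 13% in these data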;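 also: forskolin and galanin both at EC90 stimulate the cells; cAMP rise reported by CNG channel membrane potential dye signal; 0% = forskolin plus galanin with DMSO and 100% = forskolin alone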
Target sequence (O60755 1-299 limits assumed): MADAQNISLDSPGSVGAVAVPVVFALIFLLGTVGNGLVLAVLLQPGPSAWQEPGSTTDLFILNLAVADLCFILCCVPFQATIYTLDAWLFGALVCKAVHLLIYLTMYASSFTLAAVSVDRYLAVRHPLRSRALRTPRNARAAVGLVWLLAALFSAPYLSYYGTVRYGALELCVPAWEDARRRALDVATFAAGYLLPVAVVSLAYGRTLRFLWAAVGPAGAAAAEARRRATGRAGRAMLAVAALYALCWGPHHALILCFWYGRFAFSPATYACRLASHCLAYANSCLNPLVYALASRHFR
CRFBP-R2 block: antagonists of CRF-BP/CRF-R2 complex, primary screen, cell-based, HEK293, calcium dye fluorescence, uHTS; inhibition, % at 11.8 µM; CRF-induced calcium fluorescence; 350,000 tested, 0.59% active;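 active = inhibition of the ligand-induced calcium signal above about 50% at the single tested concentration, limit read from the data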
HCV NS3 hel inh: inhibitors of HCV NS3 helicase, primary screen, biochemical, Cy5 molecular beacon fluorescence; Hepatitis C virus NS3 helicase; NS3 helicase DNA unwinding; inhibition, % at 10.9 µM; 290,000 tested, 0.56% active;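 active = inhibition above the mean of all tested compounds plus 3 SD, set per campaign, cut at about 35% in these data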;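 also: 0% = DMSO wells and 100% = thioflavine S control wells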
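Control set: DMSO versus 110 µM thioflavine S; Material: NS3 helicase fragment of HCV; Measured by: Cy5 fluorescence at 0 and 60 min, beacon hairpin quenching; Read-out basis: percent inhibition from t60/t0 fluorescence ratio; Times: reaction time 60 min, 25 °C; Repeats: single replicate; Compound dosing: single dose, 10.9 µM nominal final, DMSO 0.8% final.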
SUMO HTRF inh: inhibitors of in vitro SUMOylation cascade, primary screen, biochemical, HTRF, uHTS; SUMO-conjugating enzyme UBC9 (Homo sapiens), P63279; HTRF SUMOylation assay, SAE1/SAE2 + UBC9; inhibition, % at 35 µM; 290,000 tested, 0.36% active; in the data active = inhibition above about 50%, passing the limit was not always enough; inconclusive = no clear call, values can overlap the other calls; also: strong numbers were not always called active
Target sequence (P63279 whole entry, looked up): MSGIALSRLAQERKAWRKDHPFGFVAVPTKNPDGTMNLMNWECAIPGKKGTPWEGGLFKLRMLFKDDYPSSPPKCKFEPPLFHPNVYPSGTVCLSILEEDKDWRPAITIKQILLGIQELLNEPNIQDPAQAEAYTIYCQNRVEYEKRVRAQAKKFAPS
MEKK2 mut-MEK5: MEK5 binding signal on mutant MEKK2 PB1, primary screen, biochemical, multiplex bead flow cytometry, Alexa488-MEK5. Alexa488-MEK5 binding to MEKK2 mutant. percent response, % at 10 µM. 290,000 tested, 0.35% active; in the data active = percent response above about 24%, passing the limit was not always enough; also: inactives centre near 1; some results filed as inactive read as strong as hits
Starred values were filed as active, the others as inactive; u = inconclusive; x = no result given; & = joins results of further samples. A portion of the library. The share of hits here may be higher or lower than overall.

SMILES	MEKK3 PB1 HTS	CRFR2-BP ag	FID counter	MEKK2 WT-MEK5	GalR3 antagonist	CRFBP-R2 block	HCV NS3 hel inh	SUMO HTRF inh	MEKK2 mut-MEK5
CCOC(=O)c1sc(=NC(=O)c2ccccc2)n(C)c1C	92	-1.6	4	97	-4	2	6	9	-1
O=C(NCc1ccc(F)cc1)NC(=O)c1ccc(Cl)cc1	95	-0.9	-6	92	2	5	-4	-5	-7
Cc1ccc(C)c(OCC(=O)O/N=C(\N)c2ccccn2)c1	102	-1.9	-13	101	-5	-8	-2	14	1
COc1ccc(/C=N/NC(=O)c2ccc3nc[nH]c3c2)c(OC)c1	101	0.2	-7	96	-2	-1	3	x	1
CN(C)C(=O)CN1C(=O)NC2(CCCc3ccccc32)C1=O (centres undefined)	104	1.5	-17	107	0	-4	13	-4	11
CCC1=C([N+](=O)[O-])C(c2ccc3c(c2)OCO3)NC(=O)N1 (centres undefined)	92	1.5	2	95	-10	1	5	-3	1
NCCNc1ccc([N+](=O)[O-])c(Sc2nc3ccccc3[nH]2)c1	116	-1.1	17	115	-8	-2	-13	-12	6
CCOc1ccccc1Nc1nnc(Cc2ccccc2Cl)c(=O)[nH]1	97	-1.9	-12	96	1	31	7	-12	-3
COCC1CCN(C(=O)CCc2nnc(C3(c4ccc(Cl)cc4)CCC3)o2)CC1	98	-2.9	-41	99	-1	15	-7	-5	-7
O=C(Nc1ccc(F)cc1)C1CCCCC1	91	-0.4	3	100	-2	-9	-6	-11	-2
CC(C)C[C@H](N)c1cn([C@@H](Cc2ccc(O)cc2)C(=O)N2CCNCC2)nn1	102	2.2	10	112	-4	9	1	8	12
O=C(c1ccc(Cl)c(Cl)c1)N1CCC(=O)N(C(CO)Cc2ccccc2)CC1 (centres undefined)	101	0.9	x	101	0	-11	x	x	0
O=C(CN(Cc1ccc2c(c1)OCO2)C(=O)CNC(=O)c1ccco1)NC1CCCCC1	92	-1.1	-19	95	0	9	2	10	0
CCC(=O)c1ccc(OCC(=O)Nc2ccc3nc(C)sc3c2)cc1	90	-1.6	-19	87	-4	9	9	-25	-22
Cc1sc(NC(=O)c2ccco2)c(CN2CCCCC2)c1C	97	0.7	0	96	-2	-33	4	1	1

By substructure: the entries above containing fluorine (2)
SMILES	MEKK3 PB1 HTS	CRFR2-BP ag	FID counter	MEKK2 WT-MEK5	GalR3 antagonist	CRFBP-R2 block	HCV NS3 hel inh	SUMO HTRF inh	MEKK2 mut-MEK5
O=C(NCc1ccc(F)cc1)NC(=O)c1ccc(Cl)cc1	95	-0.9	-6	92	2	5	-4	-5	-7
O=C(Nc1ccc(F)cc1)C1CCCCC1	91	-0.4	3	100	-2	-9	-6	-11	-2

Continued:
SMILES	MEKK3 PB1 HTS	CRFR2-BP ag	FID counter	MEKK2 WT-MEK5	GalR3 antagonist	CRFBP-R2 block	HCV NS3 hel inh	SUMO HTRF inh	MEKK2 mut-MEK5
Cc1onc(-c2ccccc2)c1-c1ccnc(N)n1	95	-3.4	0	105	-2	-2	8	8	-11
COc1cc(NC(=O)c2ccc(S(=O)(=O)N(C)C)cc2)cc(OC)c1OC	x	0.2	-7	x	-4	0	1	3	x
O=C(/C=C/c1ccc(-c2cccc([N+](=O)[O-])c2)o1)N1CCOCC1	95	-0.6	-18	100	-4	4	-14	20	-1
CCOc1ccc2[nH]c(C)c(CN3CCN(C)CC3)c(=O)c2c1	109	1.4	9	110	-5	17	-2	11	11
COc1ccc(NS(=O)(=O)c2c(C)n(C)c(=O)n(C)c2=O)cc1OC	x	-0.4	0	x	x	82*	2	6	x
COc1ccc(-c2nnc(SCC(=O)NCc3cccs3)n2C(C)C)cc1	103	1.7	-17	103	2	-1	-7	3	3
Nc1nc(-c2cccs2)c(-c2cccs2)s1	102	-1.8	0	104	-9	-8	12	7	5
Cc1ccc(O)c(NC(=O)C2=CC(c3ccco3)=NS(=O)(=O)N2C)c1	94	-0.7	-3	94	1	12	0	-1	-3
CCOC(=O)N1CCN(C2CC(=O)N(c3ccc(Oc4ccccc4)cc3)C2=O)CC1 (centres undefined)	93	0.2	-44	94	-6	18	-2	-9	-5
Cc1ccc(C(=O)N2CCN(Cc3ccc4c(c3)OCO4)CC2)cc1S(=O)(=O)N1CCOCC1	72	4.1	-31	79	-3	7	0	18	-20
Cc1cccc(NC(=O)N2CCN(Cc3ccc4c(c3)OCO4)CC2)c1C	108	-3.0	-7	114	-2	7	-14	11	6
CC(=O)c1cc(C#N)c(SCc2ccccc2)nc1C	99	15	-8	99	-2	-31	8	0	2
COc1cc(/C=N/NC(=O)c2ccc(-n3cccc3)cc2)ccc1O	88	-0.5	-8	89	-4	-4	7	-8	-4
CC(=O)c1cccc(N(CC(=O)Nc2cccnc2)S(C)(=O)=O)c1	99	1.2	4	99	-4	5	-6	0	3
CCOC(=O)C1CN(S(=O)(=O)c2cccs2)c2ccc(CC(=O)OC)cc2O1 (centres undefined)	99	0.7	-34	105	-4	2	-1	6	6
NC(=O)Nc1n[nH]c(-c2ccccc2)n1	94	2.9	-3	94	-9	-14	0	22	1
COC(=O)c1ccc(-c2nc3ccc(C)cc3o2)cc1	91	1.2	-1	95	-4	-3	-9	2	1
O=C(c1cccc(S(=O)(=O)NCCOc2ccccc2)c1)N1CCN(c2ncccn2)CC1	111	-0.7	-36	114	-1	-6	15	18	8
COc1ccc(CC(NC(C)=O)C(=O)NC2CCN(C(=O)c3ccc([N+](=O)[O-])cc3)CC2)cc1OC (centres undefined)	96	-1.2	-5	100	-6	3	-11	-16	-3
COc1ccc(NC(=O)Nc2ccccc2)cc1S(=O)(=O)N1CCCCC1	109	-1.3	-14	105	-6	9	2	9	-39
COC(=O)C1(C#N)C(c2ccccc2)C1(C(=O)OC)C(=O)OC (centres undefined)	x	-0.2	0	x	-3	3	-2	16	x
Cn1cccc1Cc1nnc(SCC(=O)NCC2CCCO2)n1CCc1ccccc1 (centres undefined)	109	-0.1	-32	110	-7	23	5	16	7
COc1ccc(C(=O)NNc2ccccc2)cc1	96	-1.8	-3	98	-9	34	0	-4	-1
CCOc1ccc(N(CC(=O)NCc2cccnc2)S(=O)(=O)c2ccc(F)cc2)cc1	96	-0.6	-29	98	-5	1	-1	10	2
COc1ccccc1C(=O)N1CCN(Cc2cn[nH]c2-c2ccc(F)cc2F)CC1	110	-1.7	-15	105	-4	-13	-12	-4	10
CC(=O)Nc1ccc(SCC(=O)OCC(=O)NC(=O)NCc2ccco2)cc1	x	-1.3	-2	x	-5	-3	-3	-43	x
Cc1ccc(CS(=O)(=O)c2ncc(Cl)c(C(=O)Nc3nnc(C(C)C)s3)n2)cc1	95	-0.4	-53	94	-1	45	-1	14	-1
Brc1cc2c(cc1CN1CCc3ccccc3C1)OCO2	101	1.1	-5	103	-9	-10	0	-10	3
O=C(CN1CCc2ccccc2C1)Nc1ccccc1C(F)(F)F	106	-0.5	-20	104	-3	13	-4	-10	2
Cc1ccc(S(=O)(=O)Nc2c(C)n(C)n(-c3ccccc3)c2=O)cc1	57&105	-2.4&-0.3	-4&-4	66&106	3&-1	3&-2	3&3	4&6	-13&1
O=C(CSc1nnc2sc3ccccc3n12)c1ccco1	83	-0.9	-8	82	-3	7	-3	18	-7
CNc1sc(C(=O)c2cccs2)c(N)c1-c1nc2ccccc2s1	100	-0.7	12	96	-5	-44	10	-11	-3
Cc1nn(-c2ccc(C(=O)OC(C)C)cc2)c(C)c1[N+](=O)[O-]	78	-0.7	-1	76	1	10	10	10	-23
CCOC(=O)c1c(N)sc(C(=O)N2CCOCC2)c1C	102	-0.5	-6	102	1	30	-12	-16	-3
CCCCn1c(=O)c(F)cn(Cc2ccc(OC)c([N+](=O)[O-])c2)c1=O	99	-1.6	-3	95	10	18	-4	-1	3
COc1ccc(NC(=O)CC2Nc3cccc4cccc(c34)NC2=O)cc1 (centres undefined)	102	-1.0	-40	97	-3	-15	22	u	0
O=C(N/N=C1\CCc2ccccc21)c1ccc(O)cc1	103	5.9	-6	101	-1	23	2	15	-1
CCO[C@@H]1OC(C(=O)NCc2nc3ccccc3[nH]2)=C[C@H](C2CC2)[C@H]1CCCO	99	0.0	-16	96	-3	5	11	5	-3
CCn1c(NCCc2ccc(OC)c(OC)c2)nc2c1c(=O)n(C)c(=O)n2C	103	-1.1	x	102	-3	7	x	2	2
COc1ccc(Cl)cc1NC(=O)CNC(c1ccccc1)c1ccccc1	100	2.4	-8	99	-14	0	-18	3	1
COc1cc(/C=C(/C#N)c2ccc(C)cc2)ccc1Oc1ccc([N+](=O)[O-])cn1	104	0.5	-5	96	-3	4	1	0	-1
O=C(C(=O)N1CCN(c2ccc(F)cc2)CC1)c1c[nH]c2ccccc12	119	0.4	-15	119	-3	-15	-16	18	3
CC(C)CNC(=S)NC1CC2CCC(C1)N2Cc1ccccc1 (centres undefined)	92	2.1	10	97	-5	-15	4	6	-7
Cc1ccc(CN2CCN(Cc3nc4ccccc4nc3C)CC2CCO)cc1 (centres undefined)	99	-0.5	-2	101	4	4	-10	22	1
O=C(NC1CCCCC1)C(c1ccncc1)N(C(=O)c1csnn1)c1cccc(F)c1 (centres undefined)	104	-0.8	-14	100	-10	-10	-2	-8	2
CCN1C(=O)CC(N2CCC(Cc3ccccc3)CC2)C1=O (centres undefined)	102	-0.2	-2	103	-5	20	13	x	-2
CC(C)C[C@H](NC(=O)c1[nH]cnc1C(=O)N[C@@H](Cc1ccccc1)C(=O)OC(C)(C)C)C(=O)OC(C)(C)C	95	4.5	x	88	-4	2	x	-51	-7
CCC(C)[C@H](NC(=O)[C@@H]1Cc2c([nH]c3ccccc23)C2c3ccccc3C(=O)N21)C(=O)NCC1CCCO1 (some centres undefined)	101	2.2	-41	102	-5	1	0	-9	0
COc1ccc(-c2cc(C(=O)NCC3CCCO3)c3cc(C(C)C)ccc3n2)cc1 (centres undefined)	99	2.4	-26	96	-8	-10	-21	x	-4
CC(C)[C@H](NC(=O)C1CC(=O)N(c2ccc3c(c2)OCCO3)C1)C(=O)NC1CCCC1 (some centres undefined)	100	0.0	-23	97	2	-3	6	2	-1
COc1ccc(Oc2ncnc3sccc23)cc1	92	-4.0	-2	94	-6	4	6	6	-1
Cn1c(=O)c2c(ncn2CC(=O)N2CCN(c3cccc(Cl)c3)CC2)n(C)c1=O	109	-3.7	-15	116	-3	-25	4	-3	9
Cn1c(CCNS(=O)(=O)c2ccccc2)nc2cc([N+](=O)[O-])ccc21	100	-0.3	-3	105	-7	-8	-4	-7	-1
C=CCSc1nc(N)c2c(C)c(C)sc2n1	94	0.1	4	89	-7	-2	-6	3	-5
